Casp6 inh: caspase-6 (human) enzyme inhibition | actives 0.53% (n = 350,000) | P55212 | purified caspase-6, Z-VEID-R110 cleavage fluorescence | inhibition, % at 12.5 µM;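 active = mean inhibition across replicates at least about 35%, with every replicate also reaching that limit, limit read from the data; inconclusive = only one of the two criteria met; inactive = neither criterion met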;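 note: 0% = median of neutral control wells and 100% = no fluorescence left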
ARNT TACC3 PPI: ARNT/TACC3 interaction disruption; inhibition, % at 9.99 µM; AID 623870; Q9Y6A5; actives 0.66% (n = 390,000); AlphaScreen His-ARNT PAS-B/GST-TACC3 binding, luminescence; TACC3 fragment carries E629A point mutation;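 active = mean inhibition of replicates at least 50% and at least half of replicates each reaching 50%; inconclusive = half or more replicates reach 50% but mean below 50%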;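 note: 0% = complete ARNT plus TACC3 wells and 100% = ARNT alone without TACC3; many hits fall short of the cut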
PglD inh: inhibitors of Campylobacter jejuni PglD acetyltransferase. inhibition, % at 12.5 µM. actives 0.098% (n = 360,000). purified PglD enzyme, DTNB colorimetric CoA detection; in the data active = inhibition above about 16%, passing the limit was not always enough; inconclusive = no clear call, values can overlap the other calls; note: strong numbers were not always called active
RAD54 inh: blocks human RAD54 Holliday junction branch migration; inhibition, % at 10.4 µM; AID 602329; FAM/BHQ fluorescence; Q92698; actives 0.14% (n = 360,000);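 active = mean normalized replicate activity at least 40 and at least half of replicates scoring 40 or more; inconclusive = only one of the two criteria met; inactive = mean below 40 and under half of replicates reaching 40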;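 note: 0% = median of neutral control wells and 100% = median of positive control wells; inhibitors cause a drop in the FAM fluorescence signal; in these data hits start at about 50%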
ERp5 inh: blocks human ERp5 reductase activity on insulin. Q15084. ERp5 insulin aggregation, absorbance 650 nm, 90 min. inhibition, % at 9.99 µM. actives 0.05% (n = 350,000). AID 651711;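 active = mean replicate inhibition above about 25%, with every replicate also reaching it, limit read from the data, passing the limit was not always enough; inconclusive = only one of those two criteria met; inactive = neither criterion met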
Target sequence (Q15084 whole entry, looked up): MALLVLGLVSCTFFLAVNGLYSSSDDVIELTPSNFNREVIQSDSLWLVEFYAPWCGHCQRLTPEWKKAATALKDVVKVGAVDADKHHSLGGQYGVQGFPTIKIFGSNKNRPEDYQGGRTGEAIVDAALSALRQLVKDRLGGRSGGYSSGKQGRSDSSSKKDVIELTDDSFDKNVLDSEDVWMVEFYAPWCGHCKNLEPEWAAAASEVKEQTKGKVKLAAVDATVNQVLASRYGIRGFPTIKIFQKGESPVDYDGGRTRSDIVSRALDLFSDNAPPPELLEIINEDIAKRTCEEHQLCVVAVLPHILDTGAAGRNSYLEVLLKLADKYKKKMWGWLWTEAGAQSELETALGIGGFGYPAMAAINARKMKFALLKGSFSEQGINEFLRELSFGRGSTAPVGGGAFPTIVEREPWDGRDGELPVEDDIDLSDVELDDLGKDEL
esBAF inh: blocks esBAF chromatin remodeling in mouse ES cells; Bmi1-luciferase knock-in reporter, 24 h; 100% = twice the neutral-well signal; reporter increase, % at 12.5 µM; actives 2% (n = 350,000); in the data active = activation above about 40%; inconclusive = no clear call, values can overlap the other calls;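 note: 0% = median of the plate's neutral control wells and 100% = double that signal; a rise in the Bmi1 reporter signal indicates esBAF inhibition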
E-sel inducer: E-selectin induction on HUVECs. P16581. HUVEC E-selectin immunofluorescence imaging; normalized: neutral wells 0, TNF-alpha wells 100. activation, % at 7.58 µM. actives 0.37% (n = 260,000);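 active = mean E-selectin-positive cell signal at least 10% of the positive control, reached in at least 60% of replicates, without over 20% cell loss; inconclusive = no rule given, readout overlaps actives, possibly toxicity-flagged; inactive = the rest, including those meeting only one limit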;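 note: in these data hits start at about 27%; measured in HUVEC primary endothelial cells; signal is the percent of cells scored E-selectin positive by PE staining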
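Material: HUVEC primary endothelial cells; Amount: 3,000 cells per well; Dosing: single concentration; Medium: EGM-2 growth medium on 0.1% gelatin-coated wells; Read-out basis: percent E-selectin-positive cells; Signal: immunofluorescence imaging; Control set: TNF-alpha, DMSO.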
RAD52 inh: blocks human RAD52 DNA annealing | AID 651710 | recombinant RAD52 DNA annealing, FRET fluorescence | actives 0.46% (n = 360,000) | inhibition, % at 18.7 µM;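 active = every replicate showing at least 50% inhibition; inconclusive = mean inhibition at least 50% but not in every replicate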
Target sequence (P43351 whole entry, looked up): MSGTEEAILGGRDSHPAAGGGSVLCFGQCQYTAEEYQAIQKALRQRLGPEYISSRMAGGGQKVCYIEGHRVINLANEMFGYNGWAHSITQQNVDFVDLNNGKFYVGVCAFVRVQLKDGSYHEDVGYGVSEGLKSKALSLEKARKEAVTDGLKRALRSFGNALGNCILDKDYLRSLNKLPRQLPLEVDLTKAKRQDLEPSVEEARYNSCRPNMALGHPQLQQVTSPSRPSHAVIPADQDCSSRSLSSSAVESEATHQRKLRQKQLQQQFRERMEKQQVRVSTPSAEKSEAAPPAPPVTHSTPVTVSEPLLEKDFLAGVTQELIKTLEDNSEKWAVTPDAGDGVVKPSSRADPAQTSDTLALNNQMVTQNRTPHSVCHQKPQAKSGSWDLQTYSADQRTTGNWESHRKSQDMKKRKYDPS
Active calls of the source: *; i = inactive; u = inconclusive; x = no result given; & = joins results of further samples. The list is partial, so the mix of outcomes need not match the whole.

Under each structure: Casp6 inh	ARNT TACC3 PPI	PglD inh	RAD54 inh	ERp5 inh	esBAF inh	E-sel inducer	RAD52 inh
- O=C1CN=C(c2cc([N+](=O)[O-])ccc2Cl)c2cc([N+](=O)[O-])ccc2N1
→ 4	3	-13	-1	1	1	0.7	4
- CN1CC[C@@H]2CN[C@H](c3ccccc3)C[C@@H]21
→ -55	x	x	x	16	x	0.3	26
- COc1cc(C2(C#N)CCN(C)CC2)cc(OC)c1OC
→ 0	-7	-2	7	-1	-4	0.9	-5
- Cc1cccc(N=C2c3cc([N+](=O)[O-])ccc3-c3c2cc([N+](=O)[O-])cc3[N+](=O)[O-])c1
→ 7	-3	-7	5	0	0	-0.4	-10
- CSc1ccc(C(=O)C2CCCN(C)C2)cc1 (configuration not stated)
→ -4	-4	x	x	5	x	x	7
- Cc1ccc(-c2nc(CS(=O)CC(=O)N3CCC4(CC3)OCCO4)c(C)o2)cc1 (configuration not stated)
→ x	2	-2	-15	x	2	-2.2	x
- Nc1ccc(S(=O)(=O)N2CC3CC(C2)c2cccc(=O)n2C3)cc1 (configuration not stated)
→ 2	-16	11	-5	5	0	x	-10
- C[C@]12N[C@H](Cc3ccccc31)c1ccccc12
→ 4&8	-3&1	1&1	-4&-1	3&-6	4&-4	0.3&1.3	-9&-1
- Cc1ccccc1-n1c(O)c(/C=N/N2CCOCC2)c(=O)[nH]c1=S
→ x	8	-4	0	x	x	-0.1	x
- Cc1c(CCN)ccc2c1[nH]c1ccccc12
→ -2	0	0	14	0	0	2.9	-10
- O=C(Cc1ccccc1)N1CCCCN2[C@H](CO)[C@H](c3ccc(C#Cc4ccccc4)cc3)[C@H]2C1
→ 0	4	6	-19	2	x	-0.5	0
- COC(=O)C1=C(c2ccc(F)cc2OCc2ccccc2)C[C@@H]2CC[C@H]1N2C(=O)NCc1ccccc1OC
→ -1	12	6	10	3	-6	0.0	-7
- CCOc1ccc(N=Cc2c(O)n(-c3ccc(C)c(C)c3)c(=O)[nH]c2=O)cc1
→ 3	x	-4	0	2	-1	1.6	-12
- COCCNC(=O)Cn1cc(/C=C2\C(=O)NC(=O)N(c3ccccc3F)C2=O)c2ccccc21
→ 6	8	-1	-24	1	1	-0.1	i
- CC(=O)OC1C(O)C(C)OC(OC2C(OC(=O)C3CCC4C(C3)OC3(CC(OC(=O)/C=C/c5ccccc5)C(C)CO3)C43CO3)OC(C)C(O)C2OC(C)=O)C1O (configuration not stated)
→ -1	-6	x	x	-3	x	x	-14
- COC(=O)C1(F)C(=O)NC(=O)NC1O (configuration not stated)
→ -1	x	x	x	1	x	-0.1	-11
- CCCCCn1c(=O)c(C(=O)NCc2ccccn2)c(O)c2ccccc21
→ x	1	-3	5	x	-2	x	x
- O=C1c2ccccc2-n2nnnc2C2c3ccccc3-n3nncc3CN12 (configuration not stated)
→ -8	x	2	2	12	5	0.8	7
- O=C(Cc1ccccc1)N1CCN(CC2CC3C=CC2C3)CC1 (configuration not stated)
→ x	-7	1	5	x	0	x	x
- c1ccc2oc(-c3ccc4c(c3)CNCc3cnnn3-4)cc2c1
→ -1	x	-1	7	-3	66*	0.1	-19
- Clc1ccccc1C1NCc2ccccc2-n2cccc21 (configuration not stated)
→ x	-2	x	x	3	x	7.6	-20
- COc1ccc(OC(=O)N(C)C[C@@H]2OCc3cnnn3CCCC(=O)N([C@H](C)CO)C[C@@H]2C)cc1
→ -1&-1	0	-3&2&-1	-1&0&0	3&0&2	-2&-2&-3	2.1&-0.1	-7&14&-6
- CCOC(=O)C(C)Oc1cc(C)cc2oc(=O)c3c(c12)CCCC3 (configuration not stated)
→ x	0	8	7	x	-7	x	x
- CN1C(=O)C(=Cc2ccccc2OS(=O)(=O)c2ccccc2)C(=O)N(C)C1=O
→ 9	-9	4	-5	0	0	0.3	-22
- C=CCNC(=S)N1Cc2cc(Br)ccc2-n2nncc2C1
→ 4	x	1	4	1	0	0.1	10
- COc1cc2c3c(c1OC)Oc1ccc(cc1)C[C@H]1c4c(cc(OC)c(OC)c4Oc4ccc(cc4)C[C@@H]3N(C)CC2)CCN1C
→ -5	18	-2	-2	3	-11	-0.1	-23
- CCCCCC1(C(C)C)C(=O)NC(=S)NC1=O
→ 4	-1	x	x	5	x	-0.1	-12
- CCOC(=O)[C@]12Cc3c(cc(OC)c(OC)c3OC)[C@H]1N(CCC(=O)OC)C(=O)c1ccccc12
→ -4	x	x	x	-4	x	0.1	-6
- Cc1ccc(C2=CCNCC2)cc1
→ 19	-7	0	3	10	-3	x	1
- Cc1c(OC(=O)N(C)C)ccc2c1O/C(=C\c1ccco1)C2=O
→ 15	0	-3	4	1	u	0.2	-45
- CCCCn1nnnc1C(CCc1ccccc1)N1CCC(n2c(=O)[nH]c3ccccc32)CC1 (configuration not stated)
→ 4	x	-2	5	-11	-7	x	10
- C[C@]12CCC3C(CC[C@H]4C[C@H](O)CC[C@]34C)C1C[C@@H](O)[C@@H]2O (some centres not stated)
→ 0	-5	2	-3	-1	-9	0.3	-13
- C/C=C(\C)C(=O)N[C@@H](c1ccccc1)[C@@H](O)C(=O)O[C@H]1C[C@@]2(O)[C@@H](OC(=O)c3ccccc3)C3[C@](C)(C(=O)[C@H](O)C(=C1C)C2(C)C)[C@@H](O)C[C@H]1OC[C@@]31OC(C)=O (some centres not stated)
→ 5	-4	-1	-10	8	-7	x	-4
- Cc1c(C)c2ccc(OCC(=O)N3C[C@H]4C[C@@H](C3)c3cccc(=O)n3C4)cc2oc1=O
→ -3	-19	2	4	3	-5	x	-7
- Cc1ccc(C2=NCC(=O)N(CC(=O)N3CCCCC3)c3sc(C)c(C)c32)cc1
→ x	10	3	1	x	8	x	x
- CN(C)c1ccc(-[n+]2c(-c3ccccc3)cc(-c3ccccc3)cc2-c2ccccc2)cc1
→ 4	17	x	x	-6	x	x	27
- CCOP(=O)(OCC)C(NC(=O)NC)C(N)=O (configuration not stated)
→ 3	-12	-1	-4	-3	x	2.8	4
- CCCCCCC(N)CC(=O)O (configuration not stated)
→ x	3	-1	-6	x	0	-2.1	x
- c1ccc2c(c1)CNc1ccccc1O2
→ x	2	-2	0	x	-6	x	x
- C[C@@H]1CN([C@@H](C)CO)C(=O)c2c(c3ccccc3n2C)-c2ccccc2CO[C@@H]1CN(C)C(=O)Oc1ccccc1
→ 0	x	x	x	12	x	-0.1	0
- COC(=O)[C@H]1[C@H](CO)[C@H]2Cn3c(ccc(C4=CCCC4)c3=O)[C@@H]1N2C(=O)CC1CC1
→ 2	16	2	1	0	-2	-0.1	-5
- Cc1cccc(OP(=O)(Nc2ccc(F)cc2)Oc2cccc(C)c2)c1
→ -1	-4	x	x	-2	x	4.2	11
- C[C@]12CCC(=O)C=C1CC[C@@H]1C2[C@H](O)C[C@]2(C)C(=O)CCC12 (some centres not stated)
→ 1	5	7	-17	-1	3	0.2	-16
- Cc1cc(/C=C2/C(=O)NC(=O)N(C)C2=O)c(C)n1-c1ccccc1
→ -11	-1	1	-9	-2	12	3.7	-28
- COC(=O)C1=C(c2ccc(OCc3ccccc3)cc2)C[C@@H]2CC[C@H]1N2C(=O)NCc1ccc(OC)c(OC)c1
→ 1	1	0	2	0	-10	-0.2	-15
- CCC12CN3CC(CC)(CN(C1)C3c1cccnc1)C2=O (configuration not stated)
→ x	2	0	-3	x	-10	x	x
- C=C(C)CSc1nnc([C@@H](N)Cc2c[nH]c3ccccc23)o1
→ x	11	-7	-12	x	-8	x	x
- CC12CCC(=O)C=C1CCC1C2CCC2(C)C1CCC2(O)CC#N (configuration not stated)
→ 2	3	2	-3	0	x	x	-8
- Nc1ccccc1-[n+]1c(-c2ccccc2)cc(-c2ccccc2)cc1-c1ccccc1
→ 4	4	2	7	1	6	x	20
- Cc1cc(OCC(=O)N[C@@H](Cc2ccccc2)C(=O)O)c2c3c(c(=O)oc2c1)CCC3
→ 5	3	14	-19	-5	-3	x	-17

More entries follow:
Under each structure: Casp6 inh	ARNT TACC3 PPI	PglD inh	RAD54 inh	ERp5 inh	esBAF inh	E-sel inducer	RAD52 inh
- CCOc1cc(/C=C2/C(=O)NC(=O)N(c3ccc(CC)cc3)C2=O)ccc1OC(=O)c1cccs1
→ x	-2	5	15	x	-6	x	x
- CCCCn1c(=O)c(C(=O)NCc2ccccc2)c(O)c2ccccc21
→ -1	1	-8	4	1	13	-0.1	1
- CSCCC(c1nnnn1-c1ccc2c(c1)OCCO2)N1CCC2(CC1)C(=O)NCN2c1ccccc1 (configuration not stated)
→ 4	x	-1	-7	6	4	0.4	-7
- COC(=O)C(O)(c1ccc(N=Cc2ccccc2O)c(C)c1)C(F)(F)F (configuration not stated)
→ x	15	4	2	x	6	0.5	x
- CCOC(=O)N(c1ccccc1)P1(=S)OCC(C)O1 (configuration not stated)
→ 0	2	-5	-2	-3	-8	x	-14
- c1ccc(CN2CCNCC2)nc1
→ -16	16	3	-5	1	1	20	-17
- CC(=NCC1CCCO1)c1c(O)n(C2CCCCC2)c(=O)[nH]c1=O (configuration not stated)
→ 0	-1	3	7	6	6	0.3	-33
- CCCCCCN1CCN(c2ccccc2Cl)CC1
→ -1	x	3	4	-3	10	x	12
- COC(=O)C1=C(c2ccc(-c3ccccc3)c(F)c2)C[C@@H]2CC[C@H]1N2C(=O)NCCOc1ccccc1
→ 0	-4	-1	3	-2	-2	0.3	3
- CCCCCn1c(=O)c(C(=O)Nc2ccccc2N)c(O)c2ccccc21
→ -1	-1	-7	1	-10	5	x	-4
- Cc1cccc(-n2c(-c3ccco3)nc3ccccc3c2=O)n1
→ x	0	9	0	x	-3	x	x
- CC(C)N1CCN(Cc2ccc3c(c2)OCCO3)CC1CCO (configuration not stated)
→ -3	-4	1	0	5	3	2.1	-11
- CCN(CC)N=O
→ -1	x	0	-2	-2	5	x	-11
- CCCCOCCCn1c(N)c(C(=O)OC(C)COC)c2nc3ccccc3nc21 (configuration not stated)
→ x	-11	6	11	x	-5	x	x

Quoted at random: 2 compounds from above, in no set order.
Under each structure: Casp6 inh	ARNT TACC3 PPI	PglD inh	RAD54 inh	ERp5 inh	esBAF inh	E-sel inducer	RAD52 inh
- CC(C)N1CCN(Cc2ccc3c(c2)OCCO3)CC1CCO (configuration not stated)
→ -3	-4	1	0	5	3	2.1	-11
- CCCCOCCCn1c(N)c(C(=O)OC(C)COC)c2nc3ccccc3nc21 (configuration not stated)
→ x	-11	6	11	x	-5	x	x

Compound activity as filed in PubChem.
